# FXIIa inh 1536 = human FXIIa protease inhibitors, primary screen, biochemical, 1536-well. Coagulation factor XII (Homo sapiens), P00748. purified FXIIa, Boc-QGR-AMC fluorogenic substrate, 2 h. inhibition, % at 5 µM. actives 0.3% (n = 220,000). AID 800, 2007; in the data active = inhibition above about 40%;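 also: 0% = enzyme with no compound and 100% = blank without enzyme; many of its hits are not listed in these tables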
# hK5 inh = human KLK5 protease inhibitors, primary screen, biochemical, 1536-well. Kallikrein-5 (Homo sapiens), Q9Y337. recombinant hK5, fluorogenic AMC substrate cleavage. inhibition, % at 5 µM. actives 0.59% (n = 210,000). AID 873, 2007;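 active = inhibition of 40% or more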;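 also: 0% = enzyme controls without compound and 100% = no-enzyme blanks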
# Target sequence (Q9Y337 67-293 limits assumed): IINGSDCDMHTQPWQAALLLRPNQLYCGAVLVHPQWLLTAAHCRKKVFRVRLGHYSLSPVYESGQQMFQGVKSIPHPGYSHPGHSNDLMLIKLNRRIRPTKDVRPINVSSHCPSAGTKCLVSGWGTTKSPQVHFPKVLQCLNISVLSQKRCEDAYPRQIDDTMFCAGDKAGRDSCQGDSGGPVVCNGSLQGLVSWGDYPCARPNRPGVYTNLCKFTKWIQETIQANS
# Wee1 degr inh = Wee1 degradation inhibitors, primary screen, cell-based, HeLa, Wee1K328M-luciferase, luminescence. Wee1-like protein kinase (Homo sapiens), P30291. HeLa Luc-Wee1K328M stability; 100% = proteasome inhibitor MG132 effect. reporter increase, % at 5 µM. actives 1.2% (n = 220,000);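 active = activation above the mean of all tested compounds plus 3 SD, set per screening run, cut at about 8.8% in these data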;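 also: cells exposed to compound for 20 h before luminescence read; 0% = DMSO alone and 100% = MG132 at 30 µM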
# thrombin 1536 = human alpha-thrombin inhibitors, primary screen, counter-screen for coagulation protease inhibitor project, biochemical, 1536-well, fluorogenic AMC substrate. AID 1046, 2008. actives 0.26% (n = 220,000). Prothrombin (Homo sapiens), P00734. inhibition, % at 5 µM. Boc-VPR-AMC fluorogenic substrate cleavage;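 active = inhibition at or above 40%; inactive = inhibition below 40%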;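 also: 0% = enzyme with no compound and 100% = wells without enzyme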
#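 System: Human alpha-thrombin protein | Medium: pH 7.5 Tris (50 mM) with NaCl 150 mM, Tween 20 0.05% | Times: Enzyme reaction carried out at room temperature | Detection: AMC fluorescence, 355/460 nm | Evaluation: Percent inhibition scaled between no-compound controls and no-enzyme blanks | Benchmarks: Enzyme without compound as high, wells lacking enzyme as low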
# KCC2 mod = KCC2 cotransporter modulators, thallium flux, primary screen, cell-based, HEK293 KCC2, FluoZin-2 fluorescence, MLSMR; B-score of Tl+ flux slope (higher = more flux/activation; lower = inhibition) at 10 µM; actives 2.2% (n = 190,000); KCC2 cells, thallium flux FluoZin-2 fluorescence; Solute carrier family 12 member 5 (Homo sapiens), Q9H2X9; AID 1456, 2008;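 active = thallium flux slope and its plate-corrected score both differing from the plate sample mean at a set confidence after two filtering rounds, in either direction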;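 also: slope of fluorescence scaled to starting intensity during 10 to 20 s after thallium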
# FXIa inh 1536 = human FXIa protease inhibitors, primary screen, biochemical, 1536-well | actives 0.14% (n = 220,000) | inhibition, % at 5 µM | AID 798, 2007 | Coagulation factor XI (Homo sapiens), P03951 | purified FXIa, Boc-Glu-Ala-Arg-AMC fluorogenic substrate;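 active = inhibition of at least 40%; inactive = inhibition below 40%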;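 also: fluorescence of freed AMC excited at 355 nm; 0% = enzyme without compound and 100% = no enzyme blank; many of its hits are not listed in these tables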
# Target sequence (P03951 19-387 limits assumed): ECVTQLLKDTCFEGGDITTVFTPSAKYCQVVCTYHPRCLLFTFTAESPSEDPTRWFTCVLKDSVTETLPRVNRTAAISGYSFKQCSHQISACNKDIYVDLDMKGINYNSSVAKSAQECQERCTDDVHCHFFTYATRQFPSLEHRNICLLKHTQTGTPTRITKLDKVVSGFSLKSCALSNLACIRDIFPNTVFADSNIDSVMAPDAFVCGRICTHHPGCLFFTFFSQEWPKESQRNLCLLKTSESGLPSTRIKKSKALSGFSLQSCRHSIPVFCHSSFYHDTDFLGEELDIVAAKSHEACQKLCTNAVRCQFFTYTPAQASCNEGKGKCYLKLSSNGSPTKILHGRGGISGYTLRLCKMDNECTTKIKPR
# Target sequence (P03951 388-625 limits assumed): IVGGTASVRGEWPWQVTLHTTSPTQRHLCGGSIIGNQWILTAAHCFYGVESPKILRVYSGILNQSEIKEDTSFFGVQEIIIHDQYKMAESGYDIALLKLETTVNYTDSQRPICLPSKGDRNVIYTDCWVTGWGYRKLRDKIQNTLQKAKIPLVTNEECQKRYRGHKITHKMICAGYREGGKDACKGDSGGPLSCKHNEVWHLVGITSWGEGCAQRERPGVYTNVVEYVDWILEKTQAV
# p97 ATPase inh = inhibitors of human p97 ATPase, primary screen, biochemical. inhibition, % at 8 µM. actives 0.42% (n = 220,000). AID 1481, 2009. Transitional endoplasmic reticulum ATPase (Homo sapiens), P55072. recombinant p97 ATPase, Kinase-Glo ATP luminescence, 3 h; in the data active = inhibition above about 15%;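 also: 0% = DMSO vehicle and 100% = wells lacking enzyme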
# PERK inh = block of dimerizer-induced PERK translation repression, primary screen, PERK inhibitor project, CHO PERK-DD cells, SEAP luminescence, HTS; Eukaryotic translation initiation factor 2-alpha kinase 3 (Homo sapiens), Q9NZJ5; CHO PERK-DD fusion, SEAP luminescence translation reporter; inhibition, % at 5.6 µM; actives 0.17% (n = 220,000); AID 1416, 2008;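 active = inhibition above the mean inhibition of all tested compounds plus 3 SD, set separately per screening campaign, cut at about 2.9% in these data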;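 also: PERK kinase domain activated by AP20187 dimerizer at 100 nM; 0% = DMSO with dimerizer and 100% = rapamycin at 8.4 µM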
# Furin inh = human furin inhibitors, primary screen, biochemical, fluorescence intensity; inhibition, % at 30 µM; actives 0.061% (n = 220,000); P09958; purified furin, fluorogenic substrate cleavage; in the data active = inhibition above about 25%; also: inactives centre near -15
# The depositor's hits bear a star; . = not tested or not shown; [ ] = another dose, or the depositor's remark.
Structure	Wee1 degr inh	KCC2 mod	FXIa inh 1536	hK5 inh	FXIIa inh 1536	Furin inh	p97 ATPase inh	thrombin 1536	PERK inh
CN1CC(=O)N(CC(=O)NCc2ccc3c(c2)OCO3)C1=O	-1	0.9	-4	-6	15	6[20 µM]	-1	6	0.1
COc1ccc(CCNC(=O)CSc2nc(O)c(CC(C)C)c(=O)[nH]2)cc1OC	0	0.052	-8	-4	11	-23	3	-5	1.1
O=C1c2ccccc2C(=O)N1c1ccc(Cl)cc1	0	0.1	0	-10	24	-8[20 µM]	-6	6	0.4
O=C(CCn1c(=O)sc2ccccc21)NCCCn1ccnc1	4	0.15	6	-9	13	-17[20 µM]	3	1	2.5
CC(C)CC(c1nnnn1CCc1ccccc1)N1CCC(C(N)=O)CC1 (stereo not drawn)	8	0.045	11	-6	17	-18[20 µM]	2	3	0.8
O=C(c1c(O)c2ccccc2oc1=O)C1CCCCC1	6	-0.97	2	1	-5	-8[20 µM]	-1	-21	-0.3
Cc1nnc(NC(=O)CSc2nnc(NC(=O)C(C)(C)C)s2)s1	3	-1.3	-4	-11	2	-17	4	2	2.7
CCOC(=O)c1c(C)nc2c(c1-c1cc(OC)ccc1OC)C(=O)c1ccccc1-2	-1	.	4	-5	11	-34	1	0	-0.6
Cn1nnnc1SCC(=O)NC(=O)Cc1ccccc1	-1	0.21	-10	0	-11	-13	9	-4	0.1
CCc1ccc(CNC(=O)c2cc3c(C)nc4ccccc4c3o2)cc1	-1	-0.048	0	-17	11	-8	-2	-4	-1.0
CC(=O)C1(O)C(C)CC2C3CCC4CC(O)CCC4(C)C3=CCC21C (stereo not drawn)	3	.	4	-4	21	-20	-4	5	-0.1
O=C1c2ccccc2C(=O)N1OCc1ccccc1[N+](=O)[O-]	-1	-0.43	-2	2	.	-27	1	-3	0.7
CCN(CC)C(=O)CSc1nc2sc3c(c2c(=O)n1-c1ccc(C)cc1)CC(C)(C)SC3	3	-0.39	5	-32	10	-21[20 µM]	-3	-5	-1.1
Brc1ccc(-c2csc(-c3ccncc3)n2)cc1	4	0.15	6	-14	7	-23	1	-5	0.1
CC(C)Cn1cnc2c(c1=N)C(c1ccccc1)C1=C(CC(C)(C)CC1=O)O2 (stereo not drawn)	-3	0.075	-1	-1	2	3	5	-10	-1.2
CCOC(=O)C1C(=O)CC(C)(O)C(C(=O)OCC)C1c1ccc(F)cc1 (stereo not drawn)	1	-1.7	11	0	10	-13[20 µM]	1	8	1.0
Cc1ccc(C)c(N2CCN(C(=O)C3CCN(S(=O)(=O)c4cccc5nsnc45)CC3)CC2)c1	-1	-0.99	-7	33	-3	-7	-1	-7	-1.8
C=CCn1c(NC(C)c2cc(Cl)ccc2O)nc2ccccc21 (stereo not drawn)	3	-0.41	-10	-24	-1	-8	-9	-8	-1.1
O=C1OC(OC(=O)c2ccccc2Br)C(N2CCOCC2)=C1Cl (stereo not drawn)	-3	4.3	-4	-24	5	-5	6	-4	0.9
CCCSc1nc2c(c(=O)[nH]c(=O)n2C)n1C	1	11*	1	-1	10	-8	2	1	0.7
NCCSC1CC(=O)N(Cc2ccc(F)cc2)C1=O (stereo not drawn)	-1	-0.0071	-4	-3	6	-24	4	1	-0.1
Cc1ccc(C)c(S(=O)(=O)N2CCCOC2CNC(=O)C(=O)NCc2ccncc2)c1 (stereo not drawn)	1	0.77	7	14	6	-12	2	-3	-0.8
COc1ccc(C(=O)COC(=O)[C@H](C)Nc2ccc(C(F)(F)F)cc2[N+](=O)[O-])cc1	0	.	-1	14	8	-20[20 µM]	-1	-4	1.3
O=C(O)CCCNS(=O)(=O)c1ccc2c(c1)OCCCO2	-2	0.58	-5	-1	-3	-16	-8	-4	0.6
CC(N=c1ccccn1C(=O)Nc1ccc(F)cc1)c1ccco1 (stereo not drawn)	-3	0.041	-15	7	19	-28	0	7	0.7
O=[N+]([O-])c1nn(-c2ccccc2)n(O)c1=NCCc1ccccc1	-1	0.017	7	-18	14	2	3	4	1.5
COc1ccccc1-c1nnc2n1N=C(c1ccc(O)c(O)c1)CS2	3	.	3	-7	8	-6	7	-3	0.8
O=C(O)C1C2C=CC(C2)C1C(=O)NCCc1ccncc1 (stereo not drawn)	-2	.	1	-9	9	-20[20 µM]	4	1	1.0
Cc1ccc(NC(=O)CSc2nn(-c3ccc(Cl)cc3)c(=S)s2)cc1S(=O)(=O)N(C)C	-1	0.064	15	-18	17	-9	3	-12	-0.8
Cc1ccc(-n2nnnc2SC(C)C(=O)NCC(=O)Nc2ccc(F)c(F)c2F)c(C)c1 (stereo not drawn)	-1	-0.93	7	-9	16	-13	0	-1	-0.8

# (continued)
Structure	Wee1 degr inh	KCC2 mod	FXIa inh 1536	hK5 inh	FXIIa inh 1536	Furin inh	p97 ATPase inh	thrombin 1536	PERK inh
O=C(CSc1nc2ccccc2c(=O)[nH]1)Nc1ccc(S(=O)(=O)N2CCCC2)cc1	-2	0.046	-12	-29	16	-22	9	1	-0.3
O=C(CN1CCN(c2ccccc2Cl)CC1)NC1CCCc2ccccc21 (stereo not drawn)	-4	-0.99	7	4	4	-28	-10	-2	0.4
Cc1cc(NC(=O)CSc2ccc(Cl)cc2)no1	-1	0.016	-6	-1	6	-6[20 µM]	2	-4	1.1
O=C(NN=C1CCCCCCCCCCC1)c1ccccc1F	2	1.6	-9	-3	-1	5	-7	-6	-0.7
Cc1noc(C)c1S(=O)(=O)Nc1ccc(C(=O)O)cc1	-1	-0.34	1	0	6	-23	2	-6	-0.2
COc1ccc(OC)c(NC(=O)CSc2nnc(N)s2)c1	0	1	1	23	-1	-14[20 µM]	1	3	0.1
CC(C)c1cc(C(=O)N/N=C/c2c[nH]c3ccccc23)n[nH]1	0	-3.8	0	0	3	-23	14	-4	1.0
COc1ccc(NC(=O)C(CC(C)C)NC(=O)C2CCCCC2)c(OC)c1 (stereo not drawn)	-1	-0.73	-5	-22	7	-26	0	0	0.2
CC1CCCCN1CC(=O)Nc1ccccc1Sc1ccccc1 (stereo not drawn)	-1	0.27	4	-7	10	-27	-1	0	1.2
COc1cccc(NC(=O)CSc2nnc(Cn3cnc([N+](=O)[O-])n3)n2C)c1	1	0.44	0	0	12	-15	7	0	2.1
CC(CC(=O)O)CC(=O)Nc1ccccc1C(=O)O (stereo not drawn)	0	0.027	0	-5	-4	-25[20 µM]	-2	-15	0.7
CCOc1ccc(NC(=O)c2ccc(NC(=O)Cc3n[nH]c(=O)c4ccccc34)cc2)cc1	-3	.	-3	-5	6	-13	1	-6	-0.1
OCCC1CN(Cc2ccccc2O)CCN1CCc1ccccc1 (stereo not drawn)	3	-0.26	-7	-25	0	-18	4	-3	-0.8
O=C1CC(N(O)c2ccccc2)C(=O)N1c1cc(Cl)cc(Cl)c1 (stereo not drawn)	4	.	5	-7	21	-3	7	4	-0.7
Cn1c(CSc2ncccn2)nnc1SCC(=O)N1CCCC1	-2	0.11	-1	4	11	-25	-6	-5	0.3
CNC(=O)/C(C#N)=C/c1ccc(-c2ccc(Cl)cc2)o1	1	.	4	0	8	-7	-2	4	-0.5
O=C(NCc1nc2ccccc2[nH]1)C1=C[C@@H](C2CCCCC2)C[C@@H](OCc2ccc(CO)cc2)O1	5	0.5	0	-1	4	-12	4	-2	1.0
CN(C)/C=C(/C(=O)c1ccc(F)cc1)S(=O)(=O)c1ccc(F)cc1	2	0.24	-1	-4	10	-18	0	-2	2.0
Cc1c(CN2CCC(CO)(Cc3cccc(C(F)(F)F)c3)CC2)c2ccccc2n1C	1	.	4	.	5	-22	0	-6	0.6
CCn1cnc2scc(-c3ccccc3)c2c1=O	2	-0.76	-1	-8	17	-4[20 µM]	-2	2	-0.6
Cc1ccc(NC(=O)c2ccc(C(C)(C)C)cc2)cc1-n1cnnn1	-2	0.59	-1	-7	8	-26	1	0	1.0
CN(C)c1ccc(-c2cccc(C3CC=CC4C3C(=O)N(Cc3ccccc3)C4c3ccc4ccccc4c3)c2)cc1 (stereo not drawn)	.	-0.86	-1	-2	7	-29	.	-2	.
COC(=O)c1cc(C)ccc1OCc1ccc([N+](=O)[O-])cc1	0	0.55	1	1	7	-16	3	-1	0.2
COc1cc(OC)cc(C(=O)Nc2cccc(NC(C)=O)c2)c1	-1	0.18	-5	2	-5	-21	5	-2	0.3
CC12CCC(C/C1=N\N=C1\NC(=O)/C(=C\c3cccc(Br)c3)S1)C2(C)C (stereo not drawn)	1	0.12	1	-3	6	-16	4	-2	0.8

# Among those listed so far, 8 contain an aryl methoxy group.
Structure	Wee1 degr inh	KCC2 mod	FXIa inh 1536	hK5 inh	FXIIa inh 1536	Furin inh	p97 ATPase inh	thrombin 1536	PERK inh
COc1ccc(CCNC(=O)CSc2nc(O)c(CC(C)C)c(=O)[nH]2)cc1OC	0	0.052	-8	-4	11	-23	3	-5	1.1
CCOC(=O)c1c(C)nc2c(c1-c1cc(OC)ccc1OC)C(=O)c1ccccc1-2	-1	.	4	-5	11	-34	1	0	-0.6
COc1ccc(C(=O)COC(=O)[C@H](C)Nc2ccc(C(F)(F)F)cc2[N+](=O)[O-])cc1	0	.	-1	14	8	-20[20 µM]	-1	-4	1.3
COc1ccccc1-c1nnc2n1N=C(c1ccc(O)c(O)c1)CS2	3	.	3	-7	8	-6	7	-3	0.8
COc1ccc(OC)c(NC(=O)CSc2nnc(N)s2)c1	0	1	1	23	-1	-14[20 µM]	1	3	0.1
COc1ccc(NC(=O)C(CC(C)C)NC(=O)C2CCCCC2)c(OC)c1 (stereo not drawn)	-1	-0.73	-5	-22	7	-26	0	0	0.2
COc1cccc(NC(=O)CSc2nnc(Cn3cnc([N+](=O)[O-])n3)n2C)c1	1	0.44	0	0	12	-15	7	0	2.1
COc1cc(OC)cc(C(=O)Nc2cccc(NC(C)=O)c2)c1	-1	0.18	-5	2	-5	-21	5	-2	0.3

# For reference, 2 of the compounds above.
Structure	Wee1 degr inh	KCC2 mod	FXIa inh 1536	hK5 inh	FXIIa inh 1536	Furin inh	p97 ATPase inh	thrombin 1536	PERK inh
OCCC1CN(Cc2ccccc2O)CCN1CCc1ccccc1 (stereo not drawn)	3	-0.26	-7	-25	0	-18	4	-3	-0.8
O=C1CC(N(O)c2ccccc2)C(=O)N1c1cc(Cl)cc(Cl)c1 (stereo not drawn)	4	.	5	-7	21	-3	7	4	-0.7

# High-throughput results: PubChem, several laboratories
